# IL-2 act – IL-2 activation. AID 652025. actives 0.065% (n = 360,000). IL-2 activation reporter assay, cell-based qHTS; stimulated with anti-CD3/CD4/CD28 beads; in transgenic mouse T cells. activation, % (series mostly up to about 46 µM); in the data active means activation above about 50%; inconclusive means mostly about 30% to 49%; further: 0% is about no effect
#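 EGFP and DsRed fluorescence is measured by plate cytometry in unstimulated transgenic mouse T cells exposed to compound for 60 minutes, then stimulated 18 hours at 37 degrees C with anti-CD3/anti-CD4 beads plus anti-CD28.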
# EPAC1 agonist – agonists of human EPAC1; actives 0.073% (n = 360,000); Potency, µM (doses to about 154 µM), for inactives: at the highest dose activation, hits mostly activators; EPAC1 agonist qHTS, biochemical assay; response scale: 100% = response to 6.5 mM cAMP; further: potency means the concentration at half of the fitted maximal effect; nearly all actives have a fitted effect of over 60% in size
#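 EPAC1 100 nM, Rap1B–BODIPY-GDP 250 nM, unlabeled GDP 50 uM; compound titration; 5 min RT; kinetic read ex480/em540 at 5-min intervals ×30 min; data normalized to 6.5 mM cAMP agonist control.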
# CCT modulator – modulators of cytosolic chaperonin (CCT/TRiC) activity; AID 651819; activity change, % (test concentration not listed), hits read low; purified chaperonin ATPase assay, HTRF ADP detection, 30 min; actives 0.3% (n = 360,000); in the data active means activity change below about -30%; further: on the % scale 0 is the no-effect control and ±100 the full control effect
#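 We incubate TRiC, 40 or 20 nM final, with library compounds at 76 uM and 10 uM ATP for 30 min at 37 °C. ADP formed is detected with Transcreener HTRF reagents after 30 min at room temperature.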
# EPAC1 antag – antagonists of human EPAC1; O95398; EPAC1 GEF assay, Rap1b-BODIPY-GDP exchange fluorescence; Potency, µM (doses to about 115 µM), for the others: at the top dose activity change, negative = inhibition, hits mostly inhibitors; actives 0.14% (n = 360,000);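 further: potency means the concentration at half of the fitted maximal effect; plate controls were vehicle for no effect and positive control for full effect; nearly all actives have a fitted effect of over 50% in size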
# PLK1 PBD block – inhibitors of human PLK1 polo-box domain binding | P53350 | Plk1 PBD binding of FITC phosphopeptide, fluorescence polarization | Potency, µM, inactives show max response, negative = inhibition, hits mostly inhibitors | actives 2.8% (n = 360,000) | AID 720504; further: potency means the concentration at half of the fitted maximal effect; series mostly up to about 57 µM; on the % scale 0 is the no-effect control and ±100 the full control effect; nearly all actives have a fitted effect of over 65% in size
# EPAC2 ag – activates human EPAC2 exchange factor | Q8WZA2 | EPAC2 activation, biochemical qHTS; response scale: 100% = 6.5 mM cAMP response | Potency, µM (series often up to 154 µM), for inactives: at the top dose activation, usual class: activators | actives 0.079% (n = 360,000); further: potency means the concentration at half of the fitted maximal effect; nearly all actives have a fitted effect of over 50% in size
# Target sequence (Q8WZA2 whole entry, looked up): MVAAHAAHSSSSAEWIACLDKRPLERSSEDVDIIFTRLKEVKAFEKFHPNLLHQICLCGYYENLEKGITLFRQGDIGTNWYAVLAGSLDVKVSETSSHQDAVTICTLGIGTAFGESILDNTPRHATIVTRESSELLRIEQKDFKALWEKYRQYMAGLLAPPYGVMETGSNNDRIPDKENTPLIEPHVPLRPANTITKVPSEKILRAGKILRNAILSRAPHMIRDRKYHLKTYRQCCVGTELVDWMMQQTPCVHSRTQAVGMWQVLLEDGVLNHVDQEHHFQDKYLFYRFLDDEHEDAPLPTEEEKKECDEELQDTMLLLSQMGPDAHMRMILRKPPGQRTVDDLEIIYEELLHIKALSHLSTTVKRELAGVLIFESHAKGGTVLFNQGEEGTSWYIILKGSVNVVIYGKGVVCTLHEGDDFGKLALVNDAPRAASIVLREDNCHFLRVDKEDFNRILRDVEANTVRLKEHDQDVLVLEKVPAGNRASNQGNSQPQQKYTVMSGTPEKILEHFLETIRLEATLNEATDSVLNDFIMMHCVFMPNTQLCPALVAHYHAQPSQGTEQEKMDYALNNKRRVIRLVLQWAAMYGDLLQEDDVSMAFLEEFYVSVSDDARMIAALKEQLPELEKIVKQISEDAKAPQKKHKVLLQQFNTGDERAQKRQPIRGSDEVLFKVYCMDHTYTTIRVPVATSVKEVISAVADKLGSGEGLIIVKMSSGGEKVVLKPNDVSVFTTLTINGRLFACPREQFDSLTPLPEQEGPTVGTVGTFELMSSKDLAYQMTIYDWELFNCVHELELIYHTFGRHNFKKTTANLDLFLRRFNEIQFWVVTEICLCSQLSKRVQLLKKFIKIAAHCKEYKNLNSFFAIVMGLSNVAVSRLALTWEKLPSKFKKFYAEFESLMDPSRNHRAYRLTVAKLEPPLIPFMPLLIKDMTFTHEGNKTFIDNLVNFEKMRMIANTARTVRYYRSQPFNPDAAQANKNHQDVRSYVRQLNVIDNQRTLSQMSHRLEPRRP
#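 In this primary screen, activation is scored as increased exchange of BODIPY-GDP from Rap1B by 100 nM EPAC2, with 50 uM GDP as competitor. Signal is normalized to the 6.5 mM cAMP agonist control.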
# WRN helicase inh – WRN helicase (human) inhibition; WRN helicase unwinding, fluorescent forked duplex, kinetic; Potency, µM (highest dose often 114 µM), for the others: at the top dose activity change, negative = inhibition, hits mostly inhibitors; actives 0.46% (n = 360,000); further: potency means the concentration at half of the fitted maximal effect; on the % scale 0 is the no-effect control and ±100 the full control effect; nearly all actives have a fitted effect of over 55% in size
#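 Kinetic fluorescence helicase assay: unwinding of a quenched forked DNA duplex (100 nM final) with 2 mM ATP final raises red fluorescence (525/598 nm). Compounds sat 15 min at room temperature with 20 nM WRN beforehand.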
# PI5P4K alpha inh – blocks human PI5P4K alpha kinase activity. P48426. PI5P4Kalpha enzyme, ADP-Glo luminescence, 60 min; hits give low values. max response, %. actives 1.2% (n = 330,000). AID 652105; active means max response of -50% or lower; inconclusive means between -30% and -50%; inactive means -30% or higher; further: value at the top dose of about 77 µM; on the % scale 0 is the no-effect control and ±100 the full control effect
#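 Enzyme plus substrate dispensed, test compounds pinned in, then ATP (5 microM final) added. After 60 min at RT, ADP-Glo reagent 1 for 45 min and reagent 2 for 30 min preceded luminescence imaging.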
# Active calls of the source: *; ? = inconclusive; . = no result given; [ ] = another dose, or the depositor's remark. Unless noted, the call rests on the fitted dose curve; in most records, active means well fitted curve in the direction sought with a large enough effect; inconclusive means small, poorly fitted or top-dose-only effect, or another doubt; inactive means no such curve, though single readings can be large; an effect the other way counts as inactive or inconclusive. These rows are one share of the data, so the mix of outcomes need not match the whole.
SMILES,IL-2 act,EPAC1 agonist,CCT modulator,EPAC1 antag,PLK1 PBD block,EPAC2 ag,WRN helicase inh,PI5P4K alpha inh
COc1ccccc1/C=N/NC(=O)c1nnn(-c2nonc2N)c1-c1ccccc1,-2.1,-11%,-1.0,10%,-3%,-1%,-24%,-7
COCc1nnc(SCC(=O)Nc2cccc(Cl)c2C)n1-c1ccccc1,0.2,6%,0.8,-13%,-16%,7%,-4%,-14
c1cc2c(cc1-c1cnc3n1CCC3)OCCO2,1.6,1%,-5.4,-4%,-1%,10%,0%,.
Cc1cc2nc(N3CCN(C(=O)c4cccs4)CC3)sc2cc1C,0.6,3%,1.1,-18%,1%,0%,3%,1
O=C(c1cc(Cl)ccc1Cl)N1CCN(c2ccccn2)CC1,-0.1,11%,-2.1,-16%,-14%,8%,7%,-4
Cc1nc(SCc2nc3ccc(C(F)(F)F)cc3[nH]2)c2oc3ccccc3c2n1,-0.7,-17%,.,-19%,.,-2%,.,.
Cc1ccc2nc(Cl)c(/C=N/Nc3ccc(C(=O)O)cc3)cc2c1,1.8,-4%,-1.2,-3%,?,10%,-32%,-16
c1ccc(-c2noc(C34CC5CC(CC(C5)C3)C4)n2)cc1,2.2,-2%,-2.9,2%,3%,5%,3%,1
NNC(=O)c1cc2c(s1)-c1cc(Cl)ccc1SC2,-0.8,13%,1.9,-11%,0%,-2%,-12%,0
CCN(CCCNC(=O)C1CCC(=O)N1Cc1ccccc1Cl)c1cccc(C)c1 (configuration not stated),0.2,-8%,-1.6,-22%,-3%,4%,0%,-7
CC(NC(=O)c1cnc2n(c1=O)CCS2)c1ccccc1 (configuration not stated),-0.3,-7%,0.2,5%,-17%,2%,1%,3
Cc1ccc(NS(=O)(=O)c2cccc(C(=O)NCCc3c[nH]c4ccccc34)c2)c(C)c1,-0.4,1%,-2.6,-7%,-1%,11%,-4%,3
Cc1ccc2nc(SCC(=O)N3CCC(C)CC3)nc(=O)n2c1,-0.1,-2%,-2.1,-3%,-5%,-3%,3%,2
COc1ccc(C)cc1Nc1n[n+](-c2ccccc2)c(-c2c(OC)ccc3ccccc23)s1,-0.7,-6%,-5.1,-5%,-19%,8%,11%,-54*
O=C(COC(=O)C1CCC1)NCCc1ccc(Cl)cc1Cl,-0.6,1%,-1.9,-1%,-2%,4%,6%,0
Cc1ccc(C)c(Nc2cc(C)nc3ncnn23)c1,-0.1,5%,-5.1,-1%,-7%,3%,-14%,-9
CCNC(=O)CCc1nc(-c2ccc(C(C)(C)C)cc2)no1,0.9,-5%,2.2,-3%,-8%,0%,1%,5
CSCCC(NC(=O)c1ccc(Cl)cc1)C(=O)OCC(=O)Nc1cc(Cl)ccc1C#N (configuration not stated),0.0,-6%,0.0,-11%,7%,-2%,2%,-5
O=c1c2c3c(sc2nc(N2CCNCC2)n1CCc1ccccc1)CCCCC3,0.1,2%,-0.8,-4%,6%,15%,-17%,-3
CCOC(=O)N1CCN(c2c(NCc3ccc(N(C)C)cc3)c(=O)c2=O)CC1,0.4,-19%,-1.4,-9%,2%,-1%,0%,0
O=C(NNC(=O)c1ccccc1-n1cccc1)c1ccc(Cl)c(Cl)c1,-1.7,-10%,-0.6,12%,0%,-10%,-9%,8
Cc1ccc(S(=O)(=O)N2CCOCC2)cc1C(=O)OCC(=O)N1CCCC1=O,3.4,-2%,-1.0,-8%,-5%,3%,15%,-2
Cc1ccccc1S(=O)(=O)NC(=O)C1(C)CCN1C(=O)CC1CCCC1 (configuration not stated),-0.2,-7%,1.6,-26%,0%,-1%,-6%,2
O=C(COc1ccccc1)Nc1c2c(nn1-c1ccccc1)CS(=O)(=O)C2,0.6,0%,0.5,17%,1%,2%,1%,0
NS(=O)(=O)c1ccc(CNC(=O)C(c2ccccc2)c2ccccc2)cc1,2.8,-7%,2.6,-6%,-12%,1%,-16%,1
O=C(O)c1ccc(N2C(=O)CSC2c2cccc([N+](=O)[O-])c2)cc1 (configuration not stated),0.6,10%,0.9,5%,6%,9%,-2%,-11
CC(C)n1c(SCC(=O)NC2CC2)nnc1C1CC1,-2.4,8%,-0.5,-1%,-8%,9%,-5%,1
C[C@H]1CN([C@@H](C)CO)C(=O)CCCn2cc(nn2)CO[C@@H]1CN(C)S(=O)(=O)c1ccc(-c2ccccc2)cc1,-0.4,-10%,0.6,0%,-24%,-5%,15%,2
CCCCSc1nc(O)cc(=O)n1CC,-3.1,-7%,-0.9,10%,-5%,-5%,1%,0
O=c1c2ccccc2cnn1Cc1ccc(Cl)c(Cl)c1,-1.3,-5%,1.2,-26%,2%,-4%,1%,10
Cc1cc2nc3c(c(C(F)(F)F)n2n1)CCCC3,-1.7,-2%,1.7,9%,-8%,9%,9%,3
CC1=C(C(=O)OC(C)(C)C)C(c2ccc3ccccc3c2)NC(=O)N1C (configuration not stated),1.1,3%,-0.2,-10%,-6%,10%,3%,-3
Cn1nnnc1SCC(=O)c1c(N)n(C2CC2)c(=O)[nH]c1=O,-0.2,-1%,0.1,22%,-4%,9%,18%,2
Cc1cccc(-c2nc3c(c(SCC(=O)N(C)C)n2)CCCC3)c1,-0.2,-4%,-1.5,8%,-1%,-7%,-1%,2
CCN(CC)S(=O)(=O)c1ccc(N2CCOCC2)c(NCC(=O)Nc2ccc(F)cc2)c1,1.7,-1%,-3.8,-16%,-9%,6%,9%,12
Cc1cc2c3c(ccc(C)c3n1)N=CN2c1ccccc1,0.4,10%,-1.7,?,1%,6%,1%,2
CCN=C1S/C(=C\c2sccc2C)C(=O)N1CC,-5.4,12%,-1.9,-27%,-9%,4%,-31%[57.1 µM],5
CCN1CCN(Cc2ccc(NC(=O)c3ccc(C)c(NC(=O)c4nccn4C)c3)cc2C(F)(F)F)CC1,-0.2,-23%,0.5,-8%,2%,4%,9%,-5
Cc1nn(Cc2ccccc2)c2c1C(c1cccnc1)C(C#N)=C(N)O2 (configuration not stated),0.0,2%,0.5,-8%,?,6%,-9%,-2
O=[N+]([O-])c1ccc(NCCNc2ccc([N+](=O)[O-])cc2)cc1,0.0,0%,-1.4,12%,-3%,15%,3%,1

# Ordered by the number under PLK1 PBD block (descending): 3 of the compounds above.
smiles,IL-2 act,CCT modulator,EPAC1 antag,PLK1 PBD block,WRN helicase inh,PI5P4K alpha inh
O=[N+]([O-])c1ccc(NCCNc2ccc([N+](=O)[O-])cc2)cc1,0.0,-1.4,12%,-3%,3%,1
Cn1nnnc1SCC(=O)c1c(N)n(C2CC2)c(=O)[nH]c1=O,-0.2,0.1,22%,-4%,18%,2
CCCCSc1nc(O)cc(=O)n1CC,-3.1,-0.9,10%,-5%,1%,0

# (list continues)
SMILES,IL-2 act,EPAC1 agonist,CCT modulator,EPAC1 antag,PLK1 PBD block,EPAC2 ag,WRN helicase inh,PI5P4K alpha inh
Cc1ccc(O)c(CP(=O)(c2ccccc2)c2ccccc2)c1,1.1,17%,1.6,7%,1%,-3%,-8%[57.1 µM],4
O=C(CSc1nc2ccccc2n1Cc1ccc(Cl)cc1)N/N=C/c1ccccc1C(=O)O,-1.5,-9%,-2.7,-1%,-18%,-1%,-7%,-7
CC(OC(=O)C(NC(=O)c1ccco1)C(C)C)C(=O)Nc1ncc(Cl)cc1Cl (configuration not stated),-0.1,-6%,-0.8,-4%,-1%,7%,0%,-3
COc1ccccc1CNC(=O)C1CCN(S(=O)(=O)c2ccc3c(c2)CC(C)N3C(C)=O)CC1 (configuration not stated),-2.0,5%,-0.7,-29%,-8%,16%,-7%,-2
NC(=O)c1ccccc1NC(=O)CCc1ccccc1,2.6,7%,-3.7,-12%,-10%,11%,-5%,.
COc1ccc(NC(=O)CN(C)CC(=O)NC2CCCCC2C)cc1 (configuration not stated),1.5,2%,-1.9,-13%,0%,5%,1%,3
Cc1c(NC(=O)Nc2cccc([N+](=O)[O-])c2)c(=O)n(-c2ccccc2)n1C,0.6,-16%,0.0,-6%,-12%,-5%,3%,0
CC(C)CNC(=O)NC1C(NC(=O)NCC(C)C)N(C)C(=O)N1C (configuration not stated),0.4,3%,-7.3,-5%,-6%,2%,-21%,-6
O=C1NC2(CCCCC2)C(=O)N1Cc1cccc(C(F)(F)F)c1,-0.5,-8%,4.4,-19%,-5%,-3%,-7%,1
CCn1c(=O)cc(SCC(=O)N(C)Cc2ccccc2)c2ccccc21,-0.4,19%,-2.0,-11%,-9%,8%,4%,.
CN1CCN(C(=O)c2cc3cc(Cl)ccc3[nH]2)CC1,-0.1,7%,-5.7,-2%,-7%,3%,1%,3
Cc1ccccc1C1C(C#N)=C2N=C(N)c3c(sc4c3CCCCC4)N2C2=C1C(=O)CCC2 (configuration not stated),-1.7,17%,-2.2,-12%,-24%,8%,-25%,-19
C=Cc1ccc(Cn2c(=O)n(CCCOC)c(=O)c3sccc32)cc1,0.7,6%,-2.1,7%,6%,2%,3%,-2
CCOC(=O)c1sc(NC(=O)c2ccc(S(=O)(=O)N(CC)CC)cc2)nc1C,-1.5,5%,-0.3,-18%,-13%,-2%,0%,-1
O=C(O)CN(CC(=O)O)CC(=O)O,1.4,-6%,-1.2,-12%,?,6%,4%[57.1 µM],?
NS(=O)(=O)c1ccc(NC(=O)Nc2ccc(Cl)cc2)cc1,-3.2,3%,-1.1,-8%,-16%,10%,-10%,0
CCCCCCCCNC(=O)CC(NS(=O)(=O)c1ccc(NC(C)=O)cc1)C(C)C (configuration not stated),4.0,-15%,3.4,11%,7%,-8%,5%,1
CCOc1ncccc1C(=O)N1CCN(C(c2ccccc2)c2ccccc2)CC1,-0.3,-1%,-4.1,-12%,?,6%,1%[57.1 µM],-1
[S-]C(=Nc1ccc(Cl)cc1)N[n+]1ccccc1,-2.0,8%,-0.9,-7%,17µM*,9%,-28%,-9
O=C(COC(=O)CC1Sc2ccccc2NC1=O)NCc1ccccc1 (configuration not stated),-0.8,-3%,1.6,-15%,-13%,-5%,-14%,-1
COc1ccc(CCNC(=O)COc2ccc(S(=O)(=O)NC3CCCCC3)cc2Cl)cc1OC,0.6,13%,-1.1,-9%,-3%,4%,-22%,4
COc1ccc(Br)c(C(=O)OCC(=O)N2CCc3ccccc32)c1,-0.6,16%,-2.4,-14%,-13%,4%,-34%,1

# Compound activity deposited in PubChem by National Center for Advancing Translational Sciences (NCATS).
